PP1 inh – PP1-alpha (human) inhibition in PP5 counter-screen; P62136; purified PP1alpha, OMFP fluorescence; inhibition, % at 6.7 µM; 320,000 compounds, 0.9% hits; AID 2235;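 active = inhibition above the mean inhibition of all tested compounds plus 3 SD, computed separately for each screening campaign, cut at about 15% in these data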
Target sequence (P62136 whole entry, looked up): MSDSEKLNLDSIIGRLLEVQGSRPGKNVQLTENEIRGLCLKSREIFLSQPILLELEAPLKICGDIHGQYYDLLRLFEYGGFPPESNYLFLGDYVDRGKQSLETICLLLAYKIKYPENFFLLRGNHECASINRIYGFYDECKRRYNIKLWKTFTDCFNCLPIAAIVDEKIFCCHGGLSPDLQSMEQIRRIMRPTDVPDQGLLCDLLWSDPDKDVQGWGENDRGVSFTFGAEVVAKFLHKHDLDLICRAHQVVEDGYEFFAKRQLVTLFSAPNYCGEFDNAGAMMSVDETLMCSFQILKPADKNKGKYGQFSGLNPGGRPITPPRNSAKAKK
AHR activator – human AHR activation; AID 2796; AHR-responsive luciferase reporter cells, luminescence; P35869; activation, % at 5 µM; 320,000 compounds, 2.5% hits; in the data active = activation above about 47%;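 also: 0% = vehicle wells and 100% = reference agonist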
HCV core dimer – HCV core protein dimerization inhibition; TR-FRET GST/Flag-core106 dimerization, 1536-well; inhibition, % at 5 µM; 300,000 compounds, 0.33% hits; AID 1899;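 active = inhibition above the mean of all tested compounds plus 3 SD, set per screening campaign, cut at about 45% in these data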
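System – GST-tagged and Flag-tagged HCV core protein residues 1-106 · Repeats – one well for each compound · Technique – TR-FRET 671 and 617 nm emission · Doses – one concentration, 5 µM, in 0.5% DMSO · Times – 4 h, 22.5 °C incubation · Also added – Eu donor and XL665 acceptor anti-tag antibodies · Measure – percent inhibition of core106 dimerization signal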
PAFAH2 inh – inhibitors of human PAFAH2; inhibition, % at 3.39 µM; Q99487; 340,000 compounds, 0.99% hits; recombinant PAFAH2, FP-rhodamine activity probe, fluorescence polarization; AID 492956;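 active = inhibition above the mean over all tested compounds plus 3 SD, cut at about 30% in these data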;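 also: inhibitors block probe labeling of enzyme so polarization drops; 0% = enzyme with DMSO and 100% = wells lacking PAFAH2 protein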
PP5 inh – blocks human protein phosphatase 5 activity | 320,000 compounds, 0.18% hits | purified PP5c, OMFP substrate fluorescence | inhibition, % at 6.7 µM;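 active = inhibition above the campaign's mean inhibition across all tested compounds plus 3 SD, cut at about 9.5% in these data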;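 also: 0% = DMSO only and 100% = 100 µM cantharidin control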
Target sequence (P53041 whole entry, looked up): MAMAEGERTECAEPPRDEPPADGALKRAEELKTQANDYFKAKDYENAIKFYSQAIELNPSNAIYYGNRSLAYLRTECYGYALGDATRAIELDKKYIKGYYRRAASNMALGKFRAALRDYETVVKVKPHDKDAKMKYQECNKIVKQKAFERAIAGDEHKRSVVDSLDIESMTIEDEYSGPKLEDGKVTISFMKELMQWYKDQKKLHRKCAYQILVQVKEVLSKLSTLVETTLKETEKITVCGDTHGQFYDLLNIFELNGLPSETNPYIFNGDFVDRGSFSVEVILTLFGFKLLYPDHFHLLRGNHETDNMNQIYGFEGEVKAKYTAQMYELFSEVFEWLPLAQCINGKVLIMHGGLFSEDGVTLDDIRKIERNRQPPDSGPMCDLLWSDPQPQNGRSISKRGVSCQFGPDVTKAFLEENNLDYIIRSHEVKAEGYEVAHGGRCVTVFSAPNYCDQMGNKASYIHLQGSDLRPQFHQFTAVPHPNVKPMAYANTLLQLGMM
CTSL1 counter – blocks F. hepatica cathepsin L1 in PFM18AAP counter-screen; AID 1906; 300,000 compounds, 0.49% hits; inhibition, % at 5.96 µM; recombinant F. hepatica cathepsin L1, Z-Leu-Arg-MCA fluorescence;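 active = inhibition above the mean of all tested compounds plus 3 SD, set per screening campaign, cut at about 17% in these data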;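 also: 0% = plate median of test compound wells and 100% = 1 µM Z-Phe-Ala-diazomethylketone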
procasp7 counter – counter-screen: procaspase-7 (human) activation; activation, % at 8.5 µM; P55210; 330,000 compounds, 0.093% hits; recombinant procaspase-7, Ac-DEVD-pNA absorbance 405 nm; D23A/D198A/D206A triple mutant, cannot self-cleave; scale: DMSO 0, 5 µM enzyme 100;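 active = percent activation above the screen-wide mean plus 3 SD, cut at about 25% in these data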
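Assay system – Uncleavable procaspase-7 mutant enzyme · Quantity – 2 µM procaspase-7 mutant as dispensed · Times – 1 h preincubation, 2 h reaction · Dosing – single nominal 8.5 µM compound dose, 0.8% DMSO final · Buffer or medium – Zinc-free 50 mM HEPES buffer, pH 7.4, with NaCl and Triton X-100 · Detection – Epi-absorbance of released pNA at 405 nm, two timepoints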
procasp3 activ – activates human procaspase-3; activation, % at 8.5 µM; 330,000 compounds, 0.11% hits; recombinant procaspase-3 D3A, Ac-DEVD-pNA absorbance 405 nm;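 active = activation above the mean of all tested compounds plus 3 SD, cut at about 21% in these data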;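 also: 0% = DMSO alone and 100% = DMSO wells spiked with extra 5 µM PC-3 D3A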
Target sequence (P42574 whole entry D9A/D28A/D175A): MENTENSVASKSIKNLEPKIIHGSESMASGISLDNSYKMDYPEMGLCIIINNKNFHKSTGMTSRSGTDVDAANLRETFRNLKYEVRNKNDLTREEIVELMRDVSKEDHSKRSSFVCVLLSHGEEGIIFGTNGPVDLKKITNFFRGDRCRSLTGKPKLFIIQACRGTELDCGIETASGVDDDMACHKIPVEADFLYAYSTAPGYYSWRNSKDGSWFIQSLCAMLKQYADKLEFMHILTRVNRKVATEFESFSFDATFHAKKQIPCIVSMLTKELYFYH
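Assay system: Procaspase-3 D3A mutant, all three cleavage aspartates alanine. Buffer or medium: Zinc-free HEPES saline buffer with Triton X-100. Times: 1 h compound preincubation, 2 h substrate hydrolysis at 25 °C. Measured by: 405 nm absorbance of p-nitroaniline, reads at 0 and 120 min. Read-out basis: percent activation relative to control range. Replicates: singlicate.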
TPT1 inhibitor – inhibitors of Candida albicans tRNA 2'-phosphotransferase TPT1 | inhibition, % at 5 µM | AID 1962 | 300,000 compounds, 0.81% hits | recombinant caTPT1, FP RNA substrate dephosphorylation;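 active = inhibition above the mean of all tested compounds plus 3 SD, set per screening campaign, cut at about 24% in these data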;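 also: plate controls were DMSO alone for no effect and ferristatin control at 100 nM for full effect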
* = called active by the depositor; . = no result given.

1) Nc1cccc2[nH]c(C(F)(F)F)nc12
2) CCOC(=O)CSC(=S)NC(=O)c1ccc(OC)cc1
3) Cc1ccc(-c2csc(NC(=O)CSc3nc4ccccc4c(=O)n3CCCN(C)C)n2)cc1
4) O=C1C(SC(F)(F)C(F)F)=C(C(F)(F)F)OC2C3C=CC(C3)C12 (stereo unspecified)
5) CSc1ccc(CNc2nnnn2C)cc1
6) COC(=O)c1cccc(C(=O)N2CCCC(CCC(=O)N(C)CCc3ccccn3)C2)c1 (stereo unspecified)
screen / no.	1	2	3	4	5	6
PP1 inh	-3	3	2	2	0	-2
AHR activator	11	8	3	-2	1	2
HCV core dimer	-6	-7	-5	-10	-1	-7
PAFAH2 inh	-15	7	22	6	0	1
PP5 inh	-0.5	0.6	0.8	2.9	-0.2	2.3
CTSL1 counter	-1	2	2	2	-1	-5
procasp7 counter	-8	-21	-1	11	4	3
procasp3 activ	-1	-11	-9	3	7	-5
TPT1 inhibitor	3	-3	-2	-5	-1	0

7) COc1ccc(C(NCC(=O)NC(C)c2ccc(Cl)cc2)c2ccccc2)cc1 (stereo unspecified)
8) CCOc1cc(C(=O)Nc2cc(OC)cc(OC)c2)ccc1OCC(=O)N1CCOCC1
9) CC1CN(S(=O)(=O)c2ccc(C(=O)Nc3ccc(S(=O)(=O)Nc4nccs4)cc3)cc2)CC(C)O1 (stereo unspecified)
10) Cn1c(SCc2ccccc2C#N)nc2ccccc2c1=O
11) Cc1ccc2nc(NC(=O)CN(C)S(=O)(=O)c3ccc(Br)s3)sc2c1
12) COc1ccc(NC(=O)c2ccc3c(c2)CCN3S(=O)(=O)c2ccccc2)c(OC)c1
screen / no.	7	8	9	10	11	12
PP1 inh	3	-2	-3	1	2	1
AHR activator	0	1	0	14	16	7
HCV core dimer	7	.	-1	12	13	18
PAFAH2 inh	3	-8	2	-3	-13	4
PP5 inh	2.1	0.2	0.5	3.8	7.7	0.9
CTSL1 counter	5	.	4	5	2	1
procasp7 counter	-1	-7	7	-18	-4	7
procasp3 activ	1	-1	-9	-3	-6	3
TPT1 inhibitor	-2	.	2	3	0	-4

3 compounds from above, ordered by heavy-atom count, highest first.
9) CC1CN(S(=O)(=O)c2ccc(C(=O)Nc3ccc(S(=O)(=O)Nc4nccs4)cc3)cc2)CC(C)O1 (stereo unspecified)
11) Cc1ccc2nc(NC(=O)CN(C)S(=O)(=O)c3ccc(Br)s3)sc2c1
10) Cn1c(SCc2ccccc2C#N)nc2ccccc2c1=O
screen / no.	9	11	10
PP1 inh	-3	2	1
AHR activator	0	16	14
HCV core dimer	-1	13	12
PAFAH2 inh	2	-13	-3
PP5 inh	0.5	7.7	3.8
CTSL1 counter	4	2	5
procasp7 counter	7	-4	-18
procasp3 activ	-9	-6	-3
TPT1 inhibitor	2	0	3

An excerpt from above, reduced to PAFAH2 inh and procasp3 activ.
nr | SMILES | PAFAH2 inh | procasp3 activ
7 | COc1ccc(C(NCC(=O)NC(C)c2ccc(Cl)cc2)c2ccccc2)cc1 (stereo unspecified) | 3 | 1
8 | CCOc1cc(C(=O)Nc2cc(OC)cc(OC)c2)ccc1OCC(=O)N1CCOCC1 | -8 | -1
9 | CC1CN(S(=O)(=O)c2ccc(C(=O)Nc3ccc(S(=O)(=O)Nc4nccs4)cc3)cc2)CC(C)O1 (stereo unspecified) | 2 | -9
10 | Cn1c(SCc2ccccc2C#N)nc2ccccc2c1=O | -3 | -3
11 | Cc1ccc2nc(NC(=O)CN(C)S(=O)(=O)c3ccc(Br)s3)sc2c1 | -13 | -6

(further entries)
13) CCOC(=O)C1(Cc2ccc(Cl)cc2)CCN(C(=O)c2cc(C)nc(C)n2)CC1
14) COc1cc(OC)cc(C(=O)NCCSc2c[nH]c3ccccc23)c1
15) Nn1cc(-c2ccccc2)nc1SCC(=O)NCCN1C(=O)CSC1=O
16) CCOC(=O)c1ccc(NC(=O)CCOc2ccc(C)cc2)cc1
17) CSc1sc(-c2nnc(SCC(=O)Nc3ccc(Cl)cc3)n2C)c2c1C=CCC2
18) CCCCN1C(=S)NC[C@@H]1Cc1ccccc1
screen / no.	13	14	15	16	17	18
PP1 inh	-2	0	-3	0	11	4
AHR activator	3	29	16	-2	4	1
HCV core dimer	0	1	-12	11	-2	-6
PAFAH2 inh	1	0	10	5	.	-2
PP5 inh	2.7	2.9	1.7	3.2	-2.9	1.5
CTSL1 counter	-5	3	0	0	6	3
procasp7 counter	0	11	0	9	4	-2
procasp3 activ	1	9	8	3	-9	2
TPT1 inhibitor	-4	1	1	-1	4	-4

19) COc1ccc(/C=C/C(=O)OCC(=O)Nc2ccc3c(c2)OCO3)cc1
20) CC(=O)N(Nc1ccccc1)c1ccccc1
21) Nc1nc(COc2ccc(F)cc2Cl)nc(N2CCCCC2)n1
22) Cc1cccc(NC(=O)CN2CCOCC2)c1C
23) Cc1ccc(C(O)P(=O)(OCCC(C)C)c2ccc(N(C)C)cc2)cc1 (stereo unspecified)
24) Cc1ccc(NC(=O)c2ccc(-n3cccn3)c([N+](=O)[O-])c2)cc1
screen / no.	19	20	21	22	23	24
PP1 inh	0	-2	4	-2	2	-1
AHR activator	2	1	17	-1	3	-2
HCV core dimer	.	0	-1	-10	5	2
PAFAH2 inh	70*	-8	2	9	-3	-1
PP5 inh	1.1	-0.1	2.8	1.0	2.6	-0.2
CTSL1 counter	.	2	0	2	5	-3
procasp7 counter	-6	-1	5	11	2	0
procasp3 activ	3	-5	6	2	-2	6
TPT1 inhibitor	.	0	0	-2	4	3

25) CCN(CC)C(=O)C1c2ccccc2Oc2ccccc21
26) CCN(CC)C(=O)Cn1c(=O)n(C)c2ccccc21
27) CSCCC1NC(=O)N(CC(=O)Nc2ccc(Cl)c(S(=O)(=O)N3CCOCC3)c2)C1=O (stereo unspecified)
28) Cc1ccccc1-c1nc2c3ccccc3nc(=S)n2[nH]1
29) CC12CCC(=O)C=C1CCC1C2C(O)CC2(C)C1CCC2(O)C(=O)CO (stereo unspecified)
30) Cc1c(C(=O)O)nnn1-c1ccccc1
screen / no.	25	26	27	28	29	30
PP1 inh	-6	0	.	0	-1	-6
AHR activator	-1	-3	0	34	8	8
HCV core dimer	-5	-5	.	13	10	-13
PAFAH2 inh	7	5	-2	-6	8	0
PP5 inh	-4.8	-0.6	.	-1.8	-3.1	-0.1
CTSL1 counter	1	0	.	1	-2	1
procasp7 counter	2	6	2	4	-6	6
procasp3 activ	-5	9	0	6	1	2
TPT1 inhibitor	-64	-5	.	-1	-1	-2

31) CSc1ccccc1N=Cc1nc(-c2ccccc2)oc1O
32) Cc1ccc(NC(=S)NC(=O)C2CCCCC2)c(Br)c1
33) COc1cc(/C=C2/CC/C(=C/c3ccc(O)c(OC)c3)C2=O)ccc1O
34) COC(=O)C(NS(=O)(=O)c1ccccc1Cl)c1ccccc1 (stereo unspecified)
35) CCOc1cc(/C=C/C(=O)N(CC)CC(=O)NCc2cccs2)cc(Cl)c1OC
36) Cc1cccc(N2CC(C(=O)Nc3ccc4c(c3)OCO4)CC2=O)c1C (stereo unspecified)
screen / no.	31	32	33	34	35	36
PP1 inh	2	.	8	1	-5	-8
AHR activator	6	1	-2	2	0	2
HCV core dimer	2	.	27	-2	1	-1
PAFAH2 inh	19	-6	-12	-2	2	-1
PP5 inh	0.6	.	3.3	1.6	-0.7	-0.2
CTSL1 counter	8	.	-1	-2	1	-2
procasp7 counter	-12	0	-18	4	1	12
procasp3 activ	-9	2	-4	-3	8	5
TPT1 inhibitor	2	.	113*	-2	-1	-2

37) CC(=O)Nc1ccc(S(=O)(=O)N(C)CC(=O)OCC(=O)c2cc(C)n(-c3ccc4c(c3)OCO4)c2C)cc1
38) CC(C)c1ccccc1NC(=O)COC(=O)c1cc(=O)[nH]c(=O)[nH]1
39) COc1ccc2c(c1)CCc1c(C(=O)NCCCn3ccnc3)noc1-2
40) Cc1ccc(NS(=O)(=O)c2ccc3c(c2)n(C)c(=O)c(=O)n3C)c(C)c1
41) CN(CCO)c1ncnc2nc[nH]c12
42) Cc1nc(CC(=O)NNS(=O)(=O)c2ccc3ccccc3c2)cs1
screen / no.	37	38	39	40	41	42
PP1 inh	2	-4	0	3	3	-10
AHR activator	9	-1	14	2	-3	9
HCV core dimer	15	1	-4	0	-2	-7
PAFAH2 inh	8	6	-4	-1	-1	7
PP5 inh	4.4	-0.7	4.0	-4.3	1.1	1.2
CTSL1 counter	-2	-3	3	-5	-2	-2
procasp7 counter	-19	6	0	3	11	1
procasp3 activ	-4	3	8	-4	0	1
TPT1 inhibitor	-2	2	2	-2	-1	-2

Results in sequence from the entries so far:
Entries 19 to 24 in PP5 inh: 1.1, -0.1, 2.8, 1.0, 2.6, -0.2

Continuation:
43) C/C(=N/NC(=O)CNC(=O)c1ccco1)c1ccc(Cl)cc1
44) CC(=O)N1CCc2c(sc(NC(=O)CS(=O)(=O)c3ccc(F)cc3)c2C(N)=O)C1
45) O=C(CSc1nccn(-c2ccc(Br)cc2)c1=O)Nc1ccccc1F
46) CC1CCCC(NC(=S)NC(=O)c2ccco2)C1C (stereo unspecified)
47) CCOc1ccc(N=Nc2cc(C(C)C)ccc2O)cc1
48) Cc1ccc(NC(=O)CCl)c(C)c1
screen / no.	43	44	45	46	47	48
PP1 inh	3	-3	12	.	1	-2
AHR activator	22	-1	0	1	-1	2
HCV core dimer	-2	2	3	.	0	-2
PAFAH2 inh	-1	6	-8	18	3	-2
PP5 inh	4.3	-1.7	-1.2	.	1.4	-2.1
CTSL1 counter	1	9	2	.	-3	1
procasp7 counter	1	3	6	-2	1	4
procasp3 activ	3	-11	-5	-4	3	-3
TPT1 inhibitor	1	4	-1	.	-1	-1

49) Cc1ccc(S(=O)(=O)N2CCN(C(=O)COC(=O)Cc3ccc(Cl)cc3)CC2)c(C)c1
50) O=C(Cc1ccccc1)NCC(=O)Nc1cccc(Cl)c1
51) Cc1ccc(NC(=O)CN2C(=O)NC3(CCCCCCC3)C2=O)cc1C
52) O=C(CNC(=O)c1cccs1)NCC(=O)OCc1ccccc1Br
53) O=C(O)c1ccccc1N1C(=O)c2cccc3cccc(c23)C1=O
54) O=C(CCc1ccccc1)N1CCN(c2ccc(F)cc2)CC1
55) CN1C(=O)/C(=C/c2cn(CC(=O)N3CCCCC3)c3ccccc23)c2ccccc21
56) CCN(CC)CCCN(C(=O)c1ccco1)c1nc(-c2ccc(Cl)cc2)cs1
screen / no.	49	50	51	52	53	54	55	56
PP1 inh	-1	-2	-2	-4	2	-5	5	6
AHR activator	-1	18	0	0	-6	0	44	10
HCV core dimer	.	3	.	1	-8	0	4	-17
PAFAH2 inh	26	-1	3	-7	5	6	.	0
PP5 inh	0.5	0.1	2.8	-4.0	2.5	-1.2	1.6	1.6
CTSL1 counter	.	3	.	-14	1	-7	6	6
procasp7 counter	7	5	1	8	5	-10	-15	-9
procasp3 activ	-3	-3	-5	3	4	-6	-7	-7
TPT1 inhibitor	.	0	.	3	-4	-1	11	0

Screening results from PubChem.

Not a hit list; about 5.6% have a hit in one of these screens.
